ABCB1 block – ABCB1 efflux pump inhibitors, primary screen, cell-based, multiplex, flow cytometry, ABCG2 counter-screen; CCRF-Adr cells, JC-1 efflux; ATP-dependent translocase ABCB1 (Homo sapiens), P08183; 190,000 tested, 0.067% active; inhibition, % at 6.6 µM; in the data active = inhibition above about 40%;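 note: 0% = vehicle and 100% = reference inhibitor; higher value means more JC-1 retained so stronger ABCB1 efflux block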
Bim-Bcl-XL – inhibitors of Bim-Bcl-XL binding, primary screen, biochemical, multiplexed, bead flow cytometry, human Bcl-XL | Bcl-2-like protein 1 (Homo sapiens), Q07817 | Bim peptide-Bcl-XL binding, fluorescence | inhibition, % at 10 µM | 190,000 tested, 0.04% active | AID 1007, 2008
Target sequence (Q07817 whole entry, looked up): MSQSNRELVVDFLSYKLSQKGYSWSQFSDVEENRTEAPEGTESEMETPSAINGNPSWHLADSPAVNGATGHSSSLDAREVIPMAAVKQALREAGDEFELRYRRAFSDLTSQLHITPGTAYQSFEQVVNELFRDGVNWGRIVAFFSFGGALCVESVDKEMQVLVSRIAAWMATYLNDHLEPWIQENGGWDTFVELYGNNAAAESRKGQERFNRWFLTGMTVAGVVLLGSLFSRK
Bim-Mcl-1 – inhibitors of Bim peptide binding to Mcl-1, primary screen, biochemical, bead-based flow cytometry, multiplex; Induced myeloid leukemia cell differentiation protein Mcl-1 (Homo sapiens), Q07820; Bim peptide-Mcl-1 binding; inhibition, % at 10 µM; 190,000 tested, 0.1% active; AID 1009, 2008;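 note: 0% = no compound tracer wells and 100% = peptide blocker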
Bcl-2 Bim block – inhibitors of Bim-Bcl-2 binding, primary screen, biochemical, multiplexed, human Bcl-2 family | Bead-based flow cytometry, Bim peptide-Bcl-2 binding | 190,000 tested, 0.06% active | Apoptosis regulator Bcl-2 (Homo sapiens), P10415 | inhibition, % at 10 µM | AID 950, 2007; in the data active = inhibition above about 40%; inconclusive = no clear call, values can overlap the other calls;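 note: 0% = no compound wells with probe peptide and 100% = reference peptide inhibitor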
Target sequence (P10415 whole entry, looked up): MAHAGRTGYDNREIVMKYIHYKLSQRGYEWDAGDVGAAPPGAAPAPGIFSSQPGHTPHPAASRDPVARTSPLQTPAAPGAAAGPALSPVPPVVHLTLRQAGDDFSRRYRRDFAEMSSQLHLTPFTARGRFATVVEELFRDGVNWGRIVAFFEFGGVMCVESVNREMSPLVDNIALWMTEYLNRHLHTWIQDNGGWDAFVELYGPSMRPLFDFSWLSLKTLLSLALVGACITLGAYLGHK
Bfl-1 Bim block – inhibitors of Bim binding to Bfl-1, primary screen, biochemical, multiplexed, bead-based flow cytometry | Bcl-2-related protein A1 (Homo sapiens), Q16548 | Bim-Bfl-1 binding inhibition | inhibition, % at 10 µM | 190,000 tested, 0.12% active | AID 1008, 2008;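 note: 0% = wells without compound plus tracer and 100% = blocker peptide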
RGS7-Gao reg – RGS7-Galphao binding modulators, primary screen, biochemical, multiplexed bead flow cytometry | actives lie on both sides | binding response (% of control), % at 10 µM | Guanine nucleotide-binding protein G(o) subunit alpha (Homo sapiens), P09471 | AID 1439, 2008 | 220,000 tested, 0.35% active; in the data active = binding response below about 49% or above about 150%; inconclusive = no clear call, values can overlap the other calls; inactive = in between;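 note: fluorescent Galphao held in activated GDP-AlF4 state binding bead-coupled RGS7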
RGS4-Gao reg – modulators of RGS4 binding to Galphao, primary screen, biochemical, multiplexed bead flow cytometry; actives lie on both sides; binding response (% of control), % at 10 µM; 220,000 tested, 0.33% active; in the data active = binding response below about 49% or above about 150%; inactive = in between;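 note: fluorescent Galphao activated with aluminum fluoride binding bead-coupled RGS4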
ABCG2 block – ABCG2 efflux pump inhibitors, primary screen, multiplex with ABCB1, IgMXP3 cells, flow cytometry | Broad substrate specificity ATP-binding cassette transporter ABCG2 (Homo sapiens), Q9UNQ0 | JC-1 efflux | inhibition, % at 6.6 µM | 190,000 tested, 0.1% active | AID 1325, 2008;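 active = inhibition above 80%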;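 note: 0% = DMSO and 100% = nicardipine control wells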
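material = IgMXP3 (ABCG2) plus far-red-tagged CCRF-Adr (ABCB1) cells | amount = 3 million cells/mL, equal mix of both lines | also added = JC-1 transporter substrate | dosing = one concentration, 6.6 µM final | schedule = 10 min at 25 °C | measured by = flow cytometric JC-1 green MFI at 530 nm | read-out basis = percent efflux inhibition, scaled nicardipine 100% to DMSO 0%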
Bim-Bcl-B – inhibitors of Bim-Bcl-B binding, primary screen, biochemical, multiplexed, human Bcl-2 family | Bcl-2-like protein 10 (Homo sapiens), Q9HD36 | bead-based flow cytometry, Bim peptide-Bcl-B binding | AID 951, 2007 | 190,000 tested, 0.073% active | inhibition, % at 10 µM;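 note: 0% = tracer peptide without compound and 100% = reference inhibitor peptide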
Target sequence (Q9HD36 whole entry, looked up): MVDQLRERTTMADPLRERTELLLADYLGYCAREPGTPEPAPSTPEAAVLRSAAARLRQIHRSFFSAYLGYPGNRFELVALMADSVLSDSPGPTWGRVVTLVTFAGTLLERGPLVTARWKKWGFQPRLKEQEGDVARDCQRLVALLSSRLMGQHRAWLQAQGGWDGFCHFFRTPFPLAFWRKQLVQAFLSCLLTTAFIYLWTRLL
RGS8-Gao reg – RGS8-Galphao binding modulators, primary screen, biochemical, multiplexed bead flow cytometry; Guanine nucleotide-binding protein G(o) subunit alpha (Homo sapiens), P09471; 220,000 tested, 0.34% active; AID 1423, 2008; response (percent of control binding), % at 10 µM; actives lie on both sides; in the data active = response below about 60% or above about 140%; inactive = in between;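 note: Galphao activated as the GDP aluminium fluoride complex binding bead-coupled RGS8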
Bim-Bcl-W – inhibitors of Bim binding to Bcl-W, primary screen, biochemical, multiplexed, bead-based flow cytometry | 190,000 tested, 0.02% active | Bcl-2-like protein 2 (Homo sapiens), Q92843 | Bim peptide-Bcl-W binding | inhibition, % at 10 µM;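 note: 0% = bound tracer without compound and 100% = peptide blocker; higher means less fluorescent Bim peptide bound to Bcl-W beads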
Target sequence (Q92843 whole entry, looked up): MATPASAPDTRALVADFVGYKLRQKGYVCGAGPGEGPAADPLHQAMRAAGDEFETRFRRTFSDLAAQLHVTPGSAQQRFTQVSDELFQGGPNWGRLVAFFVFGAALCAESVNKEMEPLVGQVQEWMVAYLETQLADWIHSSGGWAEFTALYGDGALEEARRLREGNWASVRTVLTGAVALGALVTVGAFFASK
* marks the source's active call; other numbers are inactive results; ? = inconclusive; / = not tested or not shown. Cut-off read from the data, not from the text of the source, unless noted: active = inhibition above about 40%. Rows were taken by chance. About 0.94% of those tested had a hit in this group.

SMILES | ABCB1 block | Bim-Bcl-XL | Bim-Mcl-1 | Bcl-2 Bim block | Bfl-1 Bim block | RGS7-Gao reg | RGS4-Gao reg | ABCG2 block | Bim-Bcl-B | RGS8-Gao reg | Bim-Bcl-W
CCOc1cc(CNc2ccc(N3CCCCC3)cc2)cc(Br)c1OCC(=O)NC(C)(C)C | 0.3 | -3 | 0 | 2 | 39 | 94 | 97 | 8 | -16 | 91 | 9
CC1CC(C)(C)NC(=S)N1CCCC(=O)N1CCN(c2ccc(F)cc2)CC1 (stereo not drawn) | -0.7 | 6 | 0 | 10 | 19 | 99 | 98 | -1 | 8 | 87 | 7
CCOC(=O)C1(Cc2ccc(Cl)cc2)CCN(C(=O)CCc2ccncc2)CC1 | 0.1 | -4 | 0 | -3 | -5 | 97 | 100 | -1 | -2 | 101 | 3
O=C(NCCN1CCOCC1)c1cnn2c(-c3ccccc3)cc(-c3ccccc3)nc12 | 5.1 | -1 | 0 | -1 | -2 | 105 | 104 | 4 | -3 | 99 | -3
Cc1ccc2c(c1)N(CCC(=O)NCc1ccc3c(c1)OCO3)C(=O)CO2 | 0.6 | -8 | -3 | -11 | -15 | 103 | 105 | 43 | -7 | 102 | 0
Cc1ccc(N/N=C(\C#N)C(=N)N2CCOCC2)cc1 | 0.5 | -6 | 1 | -5 | -14 | 99 | 101 | 34 | -6 | 100 | -2
COC(=O)C1=CN(CCCN2CCCC2=O)C=C(C(=O)OC)C1c1ccccc1C(F)(F)F | 1.1 | -2 | 0 | -2 | 0 | 100 | 99 | 2 | 0 | 101 | 1
CC1(C)Cc2c(cnn2-c2ccccc2)-c2c1c1ccccc1n2CC(O)CBr (stereo not drawn) | 1.2 | -6 | -3 | -2 | -3 | 101 | 104 | 3 | -2 | 103 | -2
COc1cc(OC)c(/C=N/NC(=O)c2ccncc2)cc1Br | -0.4 | 3 | 2 | 0 | -2 | 104 | 102 | 4 | 0 | 102 | 5
O=C(/C=C/c1ccc(F)cc1)NNC(=O)CCN1CCN(Cc2ccccc2)CC1 | 0.0 | -4 | -1 | -3 | -7 | 103 | 102 | 0 | -3 | 102 | -1
O=C(O)CCS(=O)(=O)c1ccccc1Cl | 0.6 | -2 | -2 | -1 | -8 | 97 | 100 | 1 | -2 | 101 | -2
O=c1c2ccccc2nnn1Cc1nnc(-c2ccccc2Br)o1 | 0.8 | -1 | -2 | -8 | -11 | 105 | 102 | 3 | -7 | 102 | 1
CCCCn1c(=O)[nH]c(=O)c2c1nc(-c1ccc(C#N)cc1)n2C1CCCC1 | / | 0 | 3 | 1 | -7 | 102 | 103 | / | -3 | 101 | 3
c1ccc2nc3ccccc3nc2c1 | 0.6 | 0 | 0 | 4 | 4 | 96 | 92 | 3 | -5 | 82 | 1
CCN(CC)CCN1C(=O)C(=O)/C(=C(/O)c2ccncc2)C1c1ccccc1 (stereo not drawn) | 0.2 | -1 | 1 | 4 | 1 | 98 | 103 | 1 | 3 | 101 | -1
O=[N+]([O-])c1ccc(N2CCN(CCOc3nonc3-c3ccccc3)CC2)c(Cl)c1 | 0.8 | -1 | -1 | 0 | 0 | 100 | 95 | 9 | -1 | 105 | 1
CC12CCC(c3c(CO)nn(-c4ccccc4)c31)C2(C)C (stereo not drawn) | 1.3 | -2 | -2 | 4 | -10 | 94 | 95 | 7 | -3 | 94 | -6
Fc1ccc(CNc2ccc(CNc3ncn[nH]3)cc2)cc1 | -0.1 | -7 | -4 | -10 | -13 | 104 | 106 | 0 | -12 | 105 | 0
NC(=O)C1CCN(c2nc(C3CC3)nc3c2nnn3Cc2ccccc2Cl)CC1 | 0.6 | -2 | 1 | -1 | -2 | 100 | 99 | 0 | 0 | 101 | -4
CCOc1ccc(C(=O)Cc2cc(OC)c(OC)cc2[N+](=O)[O-])cc1 | -0.1 | 13 | 14 | 0 | -5 | 106 | 107 | 0 | 0 | 103 | 15
FC(F)Oc1ccc(NC(=S)NCc2cccnc2)cc1 | -0.2 | 0 | 0 | -1 | -2 | 100 | 100 | 0 | -1 | 100 | -1
CCN(C(=O)CSc1nc2cc(Cl)ccc2c(=O)n1Cc1ccco1)C1CCS(=O)(=O)C1 (stereo not drawn) | 4.6 | 0 | -1 | -4 | -4 | ? | 101 | 10 | -3 | 102 | 0
COc1ccc(C2C=C(c3ccccc3)Nc3nc(NC(C)=O)nn32)cc1 (stereo not drawn) | 0.4 | -1 | -4 | -5 | -9 | 96 | 100 | 1 | -6 | 98 | 1
COc1cccc(/C=N/n2c(-c3ccco3)nc3ccccc3c2=O)c1OC | 0.2 | -1 | 2 | -7 | -13 | 96 | 97 | 2 | -2 | 103 | 1
CCCNC(=O)c1noc2c1CCc1ccccc1-2 | 0.5 | -8 | -4 | -7 | -16 | 99 | 101 | 4 | -11 | 103 | -5
CC(=O)NS(=O)(=O)c1ccc(NC(=O)c2ccc(Cl)cc2[N+](=O)[O-])cc1 | 2.8 | 1 | 2 | 0 | -4 | 92 | 96 | 15 | -2 | 98 | 0
CCOC(=O)c1c(C)[nH]c(C(=O)CN2C(=O)NC(C)(CC(C)C)C2=O)c1C (stereo not drawn) | -0.1 | -1 | 1 | -4 | -10 | 105 | 104 | 3 | -2 | 105 | -5
CCOc1cc(C(=O)N2CCOCC2)ccc1OCc1ccccc1 | 5.0 | -4 | -3 | -16 | -13 | 99 | 98 | 12 | -6 | 99 | 0
COc1ccc(-n2cnnc2SCC(=O)Nc2cc(S(=O)(=O)N3CCCCC3)ccc2C)cc1 | 1.7 | -4 | -5 | 0 | -3 | 111 | 105 | 5 | -1 | 109 | -5
O=C(COC(=O)c1cc2ccccc2oc1=O)c1cccc([N+](=O)[O-])c1 | 1.1 | -3 | -3 | -3 | 0 | 103 | 105 | 13 | -3 | 102 | -2
Cc1cc(NC(=O)Cn2c(=O)n(CCCCC(=O)NC3CCN(Cc4ccccc4)CC3)c(=O)c3ccccc32)n[nH]1 | 0.3 | -3 | 0 | 0 | -2 | 98 | 102 | -2 | 0 | 101 | 1
Cn1c2c(c(=O)n(C)c1=O)C(C(F)(F)F)(C(F)(F)F)N=C(CCC1CCCCC1)N2 | 1.2 | 0 | 4 | 2 | 2 | 102 | 104 | 12 | 3 | 107 | 2
Cc1cccc(CSc2nc3ccncc3n2CC(=O)Nc2ccc(C)c(C)c2)c1 | -0.5 | -8 | -2 | -3 | -2 | 101 | 101 | 3 | -6 | 101 | -4
Cc1cc(NC(=O)c2ccc(F)cc2)n(CCOC(=O)c2ccc(F)cc2)n1 | 0.1 | -1 | -1 | -7 | -6 | 102 | 99 | 0 | -5 | 101 | -1
CCC1SC2=NC(C)=C(C(=O)OCC(C)C)C(/C=C/c3ccccc3OC)N2C1=O (stereo not drawn) | 6.8 | -8 | -4 | -10 | -19 | 101 | 101 | 10 | -11 | 99 | -5
O=C(OCC(=O)N(Cc1ccccc1)C1CCS(=O)(=O)C1)c1cc2c(s1)CCCC2 (stereo not drawn) | 21 | 0 | -2 | 4 | 2 | 97 | 92 | 9 | 4 | 97 | 4
COc1ccc(C(=O)NNC(=S)NC(=O)c2ccccc2[N+](=O)[O-])cc1 | 0.2 | 0 | 0 | 3 | 3 | 95 | 78 | 7 | -8 | 96 | 2
CCCCN(C(=O)COc1ccc(NC(C)=O)cc1)C1CCS(=O)(=O)C1 (stereo not drawn) | 0.1 | 0 | -3 | -3 | -5 | ? | 100 | 0 | 0 | 103 | 2
CCOc1ccc(-c2n[nH]c(=S)o2)cc1 | -0.1 | -2 | 0 | -4 | 4 | ? | 100 | 8 | -29 | 103 | 0
CCOC(=O)Cc1nnc(NC(=O)CSc2ccc(Cl)cc2)s1 | -1.2 | -6 | -1 | -8 | -15 | 101 | 102 | 5 | -8 | 101 | 4

Nothing new here: entries from further up.
SMILES | ABCB1 block | Bim-Bcl-XL | Bim-Mcl-1 | Bcl-2 Bim block | Bfl-1 Bim block | RGS7-Gao reg | RGS4-Gao reg | ABCG2 block | Bim-Bcl-B | RGS8-Gao reg | Bim-Bcl-W
CCCCN(C(=O)COc1ccc(NC(C)=O)cc1)C1CCS(=O)(=O)C1 (stereo not drawn) | 0.1 | 0 | -3 | -3 | -5 | ? | 100 | 0 | 0 | 103 | 2
CCOc1ccc(-c2n[nH]c(=S)o2)cc1 | -0.1 | -2 | 0 | -4 | 4 | ? | 100 | 8 | -29 | 103 | 0

(more compounds)
SMILES | ABCB1 block | Bim-Bcl-XL | Bim-Mcl-1 | Bcl-2 Bim block | Bfl-1 Bim block | RGS7-Gao reg | RGS4-Gao reg | ABCG2 block | Bim-Bcl-B | RGS8-Gao reg | Bim-Bcl-W
COc1cccc(CSc2nnnn2-c2ccc(O)cc2)c1 | 1.0 | 0 | 1 | -2 | -6 | ? | 100 | 18 | -1 | 100 | -2
COc1ccc(Cl)cc1N(C(=O)Nc1cccc(Cl)c1)C1=NCC(C)S1 (stereo not drawn) | 0.3 | -2 | 0 | -2 | -10 | 105 | 101 | 4 | -7 | 106 | -2
N#Cc1cc(C(=O)c2cc(F)ccc2O)cn(Cc2ccccc2)c1=O | 1.1 | -2 | -1 | 2 | -1 | 97 | 97 | 4 | -2 | 97 | -1
COc1cccc2c1OC1(C)CC2NC(=O)N1 (stereo not drawn) | 0.0 | -2 | 5 | -4 | -10 | 101 | 98 | 0 | -1 | 103 | 2
Cn1nnnc1SCC(=O)NC(=O)NCc1ccccc1 | 0.8 | -1 | -5 | -2 | 0 | 101 | 101 | 5 | -2 | 99 | -2
Cc1cccc(/N=C/c2nc(-c3ccccc3Br)oc2O)n1 | -1.0 | -3 | 0 | -1 | -4 | 99 | 99 | -1 | -4 | 103 | -3
COc1cccc(C(=O)Cn2c(=O)n(CCC(=O)NCC3CCCO3)c(=O)c3cc(OC)c(OC)cc32)c1 (stereo not drawn) | 0.1 | -2 | -3 | -3 | -4 | ? | 97 | 4 | -5 | 97 | -1
CC1(C(=O)OCC(=O)c2c[nH]c3ccccc23)CC1(Cl)Cl (stereo not drawn) | 0.9 | -2 | -3 | 3 | 0 | 101 | 103 | 5 | 1 | 103 | 1
CCC(C(=O)c1ccccc1)N(C(=O)c1ccccc1Cl)N1C(=O)C2C3C=CC(C3)C2C1=O (stereo not drawn) | 2.8 | -6 | -6 | -10 | -10 | 104 | 105 | 5 | -8 | 104 | -1
COc1ccc(NC2=C(Cl)C(=O)N(CCc3ccccc3)C2=O)cc1 | 2.1 | -16 | -5 | -1 | -11 | 96 | 99 | 68 | -11 | 96 | -8

Screening results deposited in PubChem BioAssay by NMMLSC.
